FBW7 activator: FBW7 E3 ligase activators, primary screen, biochemical, AlphaScreen, human; F-box/WD repeat-containing protein 7 (Homo sapiens), Q969H0; AlphaScreen FBW7–phospho-cyclin E peptide binding, activator screen; normalized activity (activation), % at 26.1 µM; 650,000 tested, 0.13% active; AID 1259310, 2017; in the data active = normalized activity above about 1.9%;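 note: purified mutant Fbw7 with reduced substrate affinity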
Target sequence (Q969H0 whole entry, looked up): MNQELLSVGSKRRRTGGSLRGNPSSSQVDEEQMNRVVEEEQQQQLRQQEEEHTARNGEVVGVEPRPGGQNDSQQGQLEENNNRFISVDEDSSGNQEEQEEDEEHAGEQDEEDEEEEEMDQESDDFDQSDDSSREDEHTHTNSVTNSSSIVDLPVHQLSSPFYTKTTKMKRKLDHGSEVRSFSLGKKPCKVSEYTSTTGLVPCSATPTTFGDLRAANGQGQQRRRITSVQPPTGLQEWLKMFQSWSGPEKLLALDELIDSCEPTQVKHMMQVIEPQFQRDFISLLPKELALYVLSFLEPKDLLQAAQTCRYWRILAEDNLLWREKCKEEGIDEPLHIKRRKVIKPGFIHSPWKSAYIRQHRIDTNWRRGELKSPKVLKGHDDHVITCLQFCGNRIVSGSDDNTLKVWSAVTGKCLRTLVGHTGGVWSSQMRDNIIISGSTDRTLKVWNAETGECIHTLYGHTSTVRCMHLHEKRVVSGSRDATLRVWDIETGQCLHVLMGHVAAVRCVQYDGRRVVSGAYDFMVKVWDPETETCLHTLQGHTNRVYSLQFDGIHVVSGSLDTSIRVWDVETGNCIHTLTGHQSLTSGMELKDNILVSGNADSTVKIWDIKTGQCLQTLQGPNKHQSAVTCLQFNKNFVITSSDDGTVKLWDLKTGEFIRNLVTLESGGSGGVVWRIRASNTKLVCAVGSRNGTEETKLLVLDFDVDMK
GPR151 activ: activators of human GPR151, primary screen, cell-based, PathHunter beta-arrestin, luminescence | G-protein coupled receptor 151 (Homo sapiens), Q8TDV0 | PathHunter beta-arrestin GPR151 cells | activation, % at 11.2 µM | 650,000 tested, 1% active | AID 1508602, 2020; in the data active = activation above about 4.9%;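 note: 0% = median of compound wells and 100% = cells with positive control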
TEAD-YAP inh: TEAD-YAP interaction inhibition, primary screen, TEAD-YAP interaction inhibitor project, luminescence, HEK-TIYL cells; TEAD-Gal4/YAP UAS-luciferase luminescence; inhibition, % at 9.12 µM; 640,000 tested, 1.4% active; in the data active = inhibition above about 32%;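 note: 0% = median of test compound wells and 100% = reference inhibitor wells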
MITF inh: MITF inhibitors, primary screen, biochemical, AlphaScreen, human | Microphthalmia-associated transcription factor (Homo sapiens), O75030 | AlphaScreen MITF homodimerization, bead proximity signal | inhibition, % at 2.6 µM | 650,000 tested, 0.91% active; in the data active = inhibition above about 50%;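 note: 0% = vehicle wells with protein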
* hit, by the source's call.

Assay codes – A = FBW7 activator; B = GPR151 activ; C = TEAD-YAP inh; D = MITF inh
1: CCOc1ccc(NC(=O)CSc2nc(=O)n(CCN(C)C)c3c2CCCC3)cc1
  A = 0.2	B = -0.4	C = 0	D = 1

2: Cc1ccc(C(O)(C(=O)NN(C(=O)c2csc3c2CCCC3)c2ccccc2)c2ccc(C)cc2)cc1
  A = 0.5	B = -1.3	C = 8	D = 10

3: C=CCNC(=O)/C(=C\C=C\c1ccccc1)NC(=O)c1cccc(Br)c1
  A = -0.1	B = 0.4	C = -2	D = -3

4: Cc1nc2nc(C)c(CCC(=O)N3CCCC3)c(C)n2n1
  A = -0.1	B = 0.3	C = -1	D = 11

5: C/C(CC(=O)Nc1ccc(OCc2ccccc2)cc1)=N\NC(=O)c1ccc(F)cc1
  A = 0.3	B = -0.5	C = -40	D = -2

6: COc1ccc(N(C(=O)C(C)C)C2C=CS(=O)(=O)C2)c(OC)c1 (centres undefined)
  A = 0.0	B = -0.9	C = 0	D = 5

7: CCOC(=O)c1ccc(N2C(=O)c3ccccc3NC2c2ccc3c(c2)OCO3)cc1 (centres undefined)
  A = 0.3	B = -1.9	C = -49	D = -12

8: O=C(CSc1cn(Cc2cccc(F)c2)c2ccccc12)Nc1nccs1
  A = 0.1	B = 0.4	C = -103	D = 1

9: CCSc1nnc(C2CCN(Cc3ccncc3)CC2)n1C
  A = 0.0	B = -0.4	C = -3	D = 13

10: COc1ccc2oc(=O)c(C(=O)Nc3ccccc3I)cc2c1
  A = 0.1	B = 4.0	C = -5	D = 13

11: CC1(C)CC(=O)C2=C(C1)OC(N)=C(C#N)C2c1ccc[nH]1 (centres undefined)
  A = -0.1	B = 0.3	C = -3	D = -6

12: Cc1c(Cl)cccc1NC(=O)c1nn2c(c1Br)NC(c1cccs1)CC2C(F)(F)F (centres undefined)
  A = -0.1	B = 0.6	C = 1	D = 44

13: COc1ccc(/C=N/N2CCOCC2)cc1Cn1nnc2ccccc21
  A = 0.1	B = 3.6	C = 0	D = 8

14: O=C(Nc1ccccc1)Nc1ccc(S(=O)(=O)Nc2cccc(C(F)(F)F)c2)cc1
  A = 0.0	B = -0.1	C = -2	D = 0

15: Cc1ccc2cc(/C=C3\N=C(c4ccccc4)OC3=O)c(N3CCCCC3)nc2c1
  A = -0.1	B = -0.7	C = 2	D = -6

16: CC1Oc2cc(Cl)ccc2N(Cc2ccccn2)C1=O (centres undefined)
  A = 0.0	B = -0.6	C = 3	D = -17

17: COc1ccc(OC)c(NC(=O)C2=C(C)NC(=S)NC2c2ccc(SC)cc2)c1 (centres undefined)
  A = -0.2	B = -0.6	C = 15	D = 29

18: O=C(NC1CC1)c1ccc(-c2nc(NC3CCN(Cc4ccccc4)CC3)c3ncn(-c4ccsc4)c3n2)cc1
  A = 0.2	B = 0.7	C = 1	D = 7

19: CCN(CC)Cc1c(C(=O)N/N=C(\C)c2ccc(O)cc2)nnn1-c1nonc1N
  A = 0.1	B = -0.4	C = 0	D = 0

20: CCOC(=O)c1c(NCC(=O)N2CCOCC2)sc2c1CC(C)(C)NC2(C)C
  A = 0.2	B = -1.5	C = -1	D = 13

21: COc1cccc(N2CCN(Cc3nc(N)nc(N4CCCc5ccccc54)n3)CC2)c1
  A = 0.6	B = 3.2	C = 0	D = 13

22: CN1CCN(CCC(=O)N/N=C/c2c[nH]c3ccccc23)CC1
  A = 0.2	B = -0.7	C = 11	D = 49

23: CC(C)c1cc(CNC(=O)c2ccc(OC3CCN(Cc4ccccn4)CC3)cc2)on1
  A = -0.1	B = 0.5	C = 4	D = -10

24: N#CC(C#N)=Cc1cn(CCOc2ccc3c(c2)OCO3)c2ccccc12
  A = 0.3	B = 1.1	C = 4	D = 9

25: Cc1nc2ccc(NC(=O)Cc3ccc4ccccc4c3)cc2s1
  A = 0.0	B = 1.1	C = 5	D = -7

26: CC1=NN(c2ccc(S(N)(=O)=O)cc2)C(=O)/C1=C\c1ccc(-c2cc(C)c(C)cc2[N+](=O)[O-])o1
  A = 0.2	B = 0.1	C = -7	D = 3

27: CN(C)c1ccc(NC(=O)c2cccc(N3C(=O)C4C5C=CC(C5)C4C3=O)c2)cc1 (centres undefined)
  A = -0.1	B = 0.9	C = 11	D = -1

28: CCC1CN(Cc2coc3ccccc3c2=O)Cc2cc(OC)ccc2O1 (centres undefined)
  A = -0.3	B = -1.5	C = -10	D = 2

29: N=c1oc2ccccc2cc1-c1nc(-c2cc3ccccc3oc2=O)cs1
  A = -0.2	B = 0.2	C = 1	D = 0

30: Cc1cc(CN2CCS(=O)(=O)CC2)no1
  A = 0.1	B = -1.1	C = -5	D = -6

31: COc1cc(Nc2ncnc3nc(-c4ccc(C(=O)N5CCN(C)CC5)cc4)[nH]c23)cc(OC)c1OC
  A = -0.3	B = -2.2	C = 6	D = 11

32: COc1ccc(-c2cnc(SCC(=O)NC(C)C)n2-c2ccccc2)cc1
  A = -0.5	B = 1.6	C = -4	D = 10

33: CCc1c(C)nc2c(-c3ccc(F)cc3)c(C)[nH]n2c1=O
  A = 0.2	B = 0.4	C = 1	D = 0

34: CC(Nc1ccc(-c2cccc(C=O)c2)cn1)c1ccc(F)cc1 (centres undefined)
  A = -0.1	B = 3.3	C = -59	D = 8

35: CC1CCc2cc(F)ccc2N1C(=O)COc1ccccc1 (centres undefined)
  A = 0.2	B = 0.4	C = 3	D = 24

36: Nc1c(N2CCCCC2)cnn(-c2ccccc2)c1=O
  A = -0.1	B = 0.1	C = -57	D = -5

37: COc1cccc2cc(C(=O)Nc3cccc(C)c3)c(=Nc3ccc(C(=O)O)cc3)oc12
  A = 0.8	B = 0.2	C = -12	D = 8

38: CS(=O)(=O)CCC(C(=O)Nc1ccc2c(c1)OCO2)N1Cc2ccccc2C1=O (centres undefined)
  A = -0.1	B = -0.2	C = -18	D = -3

39: O=C(O)/C=C/C(=O)NCc1cn(-c2ccccc2)nc1-c1ccc(F)cc1
  A = 0.1	B = -0.5	C = -10	D = 12

40: Cc1cccc(NC(=O)Nc2ccc(CN3CCN(c4ccccn4)CC3)cc2)c1
  A = 0.6	B = 0.7	C = -18	D = 12

41: Cc1sc(NC(=O)c2ccco2)c(C(c2cccnc2)N2CCCC2)c1C (centres undefined)
  A = -0.1	B = 1.6	C = 15	D = -1

42: CCn1cc(C(=O)NC2CCCC(C)C2C)c2cc(OC)c(OC)cc2c1=O (centres undefined)
  A = 0.0	B = 0.8	C = 6	D = 3

43: CNC(=O)[C@@H]1C[C@H](NCc2ccc(OC)c3ccccc23)CN1C/C=C/c1ccccc1
  A = 0.0	B = 0.5	C = -12	D = -6

44: Cc1cc(Cl)cc(Cl)c1OCCOCCN(C)CCO
  A = -0.7	B = -0.7	C = 3	D = 34

45: Cc1cc(Br)ccc1NC(=O)CN1C(=S)NC(C)(C)CC1C (centres undefined)
  A = 0.0	B = 3.9	C = 1	D = 3

46: Fc1ccc(C2=CC(c3cc(Br)ccc3F)n3nnnc3N2)cc1 (centres undefined)
  A = 0.0	B = 1.9	C = -4	D = -2

47: COc1ccc(C2C(C(C)=O)=C(O)C(=O)N2CCN2CCOCC2)c(OC)c1 (centres undefined)
  A = 0.2	B = -0.5	C = -18	D = -5

48: O=C(c1cccs1)N1CCCC(c2nc3c(nnn3Cc3ccc(F)cc3)c(=O)[nH]2)C1 (centres undefined)
  A = -0.3	B = 0.2	C = -2	D = -3

49: Cc1ccc(NC(=O)CSc2nc(-c3ccco3)nc3c2c(=O)n(C)c(=O)n3C)cc1
  A = 0.1	B = -1.1	C = 9	D = -8

50: O=C(Nc1ccc2[nH]ncc2c1)[C@H]1C[C@H](O)CN1C(=O)Nc1ccccc1
  A = 0.1	B = 0.5	C = -5	D = -6

The listing continues.
Assay codes – A = FBW7 activator; B = GPR151 activ; C = TEAD-YAP inh; D = MITF inh
51: CC1(C)CC(=O)C2=C(C1)OC(N)=C(C#N)C2c1ccc(-c2cc([N+](=O)[O-])ccc2Cl)o1 (centres undefined)
  A = 0.1	B = 1.6	C = -11	D = 8

52: O=C(CSc1nnc(NC(=O)c2c(F)cccc2F)s1)Nc1nnc(-c2cccc([N+](=O)[O-])c2)s1
  A = 0.1	B = -0.7	C = -2	D = 3

53: Cc1cccc(CN2CCN(CC(=O)N3CCN(c4cccc(C)c4)C(C)C3)C2=O)c1 (centres undefined)
  A = -0.1	B = -0.6	C = 14	D = -2

54: Nc1ccc(S(=O)(=O)c2ccc(N)c([N+](=O)[O-])c2)cc1[N+](=O)[O-]
  A = -0.2	B = 1.5	C = -5	D = -5

55: Cc1ccc(C)c(SC(C(=O)NC(N)=O)C(C)C)c1 (centres undefined)
  A = 0.3	B = 1.5	C = -1	D = 3

56: Cc1ccc(NC(=O)COc2ccc3ccccc3c2)cc1N1CCCCC1=O
  A = -0.5	B = 0.1	C = 7	D = 3

57: O=c1/c(=C/c2ccc(-c3cccc([N+](=O)[O-])c3)o2)sc2nc3cc(Br)cnc3n12
  A = 0.0	B = -0.7	C = 1	D = 6

58: CCOC(=O)c1[nH]c(C)c(C(=O)Nc2cccc(Br)c2)c1C
  A = 0.1	B = 0.7	C = 30	D = 10

59: Cc1cc(C(=O)N2CCc3nnc(Cc4ccccc4)n3CC2)c(C)o1
  A = 0.4	B = 0.3	C = 13	D = 5

60: CCOc1ccc(NC(=O)c2ccc(F)c(S(=O)(=O)N3CCOCC3)c2)cc1
  A = 0.0	B = 0.5	C = 13	D = 0

One compound at a time (already shown). Screens in order: FBW7 activator | GPR151 activ | TEAD-YAP inh | MITF inh
Shown for Cc1ccc(NC(=O)COc2ccc3ccccc3c2)cc1N1CCCCC1=O : -0.5 | 0.1 | 7 | 3
Shown for O=C(CSc1nnc(NC(=O)c2c(F)cccc2F)s1)Nc1nnc(-c2cccc([N+](=O)[O-])c2)s1 : 0.1 | -0.7 | -2 | 3

Later entries
Assay codes – A = FBW7 activator; B = GPR151 activ; C = TEAD-YAP inh; D = MITF inh
61: CC1=C(C(=O)N2CCC3(CC2)OCCO3)C2(CCCCC2)OC1=O
  A = -0.2	B = 0.0	C = -3	D = 0

62: COc1ccc(/C=C(/NC(=O)c2ccccc2Cl)C(=O)Nc2ccc(C)cc2)cc1
  A = 0.5	B = 0.3	C = 12	D = 2

63: CC(NC(=O)C(=O)NCC1CCNCC1)c1ccccc1 (centres undefined)
  A = 0.0	B = -0.3	C = 2	D = 2

64: CCOC(=O)c1nnn(-c2nonc2N)c1CN1CCN(Cc2ccccc2)CC1
  A = -0.1	B = -0.7	C = 1	D = 11

65: COc1ccc(-c2ccc3c(c2)COC2(CCN(C(=O)C(C)C)CC2)O3)cc1OC
  A = 0.0	B = 0.0	C = 6	D = 0

66: Cc1ccc(N)cc1S(=O)(=O)Nc1ccc(Br)cc1
  A = -0.2	B = 0.9	C = -3	D = 5

67: Cn1c(C(=O)NCC2CCCO2)cc2sc(Cl)cc21 (centres undefined)
  A = -0.1	B = 0.0	C = -51	D = 2

68: COc1cccc(CNC(=O)COc2ccc(C(C)=O)cc2)c1
  A = 0.0	B = 0.0	C = -1	D = 8

69: NC(=O)c1ccccc1NC(=O)CCc1ccccc1
  A = 0.1	B = 2.0	C = -32	D = 18

70: Cc1cc(C)c2cc(CN(Cc3cccs3)C(=O)C3CC3)c3nnnn3c2c1
  A = 0.0	B = 0.0	C = -5	D = 5

Quoted at random: 5 entries already listed.
Assay codes – A = FBW7 activator; B = GPR151 activ; C = TEAD-YAP inh; D = MITF inh
61: CC1=C(C(=O)N2CCC3(CC2)OCCO3)C2(CCCCC2)OC1=O
  A = -0.2	B = 0.0	C = -3	D = 0

70: Cc1cc(C)c2cc(CN(Cc3cccs3)C(=O)C3CC3)c3nnnn3c2c1
  A = 0.0	B = 0.0	C = -5	D = 5

66: Cc1ccc(N)cc1S(=O)(=O)Nc1ccc(Br)cc1
  A = -0.2	B = 0.9	C = -3	D = 5

62: COc1ccc(/C=C(/NC(=O)c2ccccc2Cl)C(=O)Nc2ccc(C)cc2)cc1
  A = 0.5	B = 0.3	C = 12	D = 2

64: CCOC(=O)c1nnn(-c2nonc2N)c1CN1CCN(Cc2ccccc2)CC1
  A = -0.1	B = -0.7	C = 1	D = 11

The list continues:
Assay codes – A = FBW7 activator; B = GPR151 activ; C = TEAD-YAP inh; D = MITF inh
71: CCOc1ccc(CNc2nc3nc(C)c(C)c(=O)n3[nH]2)cc1
  A = -0.2	B = -0.3	C = -9	D = 3

72: Cc1ccc(S(=O)(=O)N/N=C/C=C/c2ccc(N(C)C)cc2)cc1
  A = 0.0	B = -0.4	C = 7	D = 3

73: O=C(COc1ccccc1)N(Cc1ccco1)c1nc2c(F)cccc2s1
  A = 0.1	B = 1.4	C = -18	D = 8

74: O=C(/C=C/c1ccccc1Cl)Nc1ncc([N+](=O)[O-])s1
  A = -0.3	B = -5.9	C = 5	D = 18

75: O=C(CSc1nc2ccccc2c(=O)n1Cc1cccs1)NCc1ccccc1
  A = 0.0	B = -1.1	C = -10	D = 0

76: Clc1nc(NCc2ccccc2)nc(Nc2ccccc2)n1
  A = 0.2	B = -1.9	C = 9	D = 20

Looked up above.
MITF inh, #72 → 3
GPR151 activ, #74 → -5.9
FBW7 activator, #71 → -0.2

High-throughput results as filed in PubChem.

Rows were taken by chance; overall some 3.4% were active at least once.
